GLP1R cytotox = cytotoxic in the GLP-1 receptor inverse agonist counter-screen; HEK293 cAMP-luciferase reporter cells, luminescence, 24 h; Potency, µM (titrated, usually from 38.3 µM), for inactives: top-dose activity change, negative = inhibition, actives largely listed as inhibitors; actives 0.13% (n = 410,000);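 also: loss of luciferase light is scored as toxicity; % is scaled to controls: 0 for no effect and ±100 for the full control effect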
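A 23 nL compound transfer followed 12 hours of cell culture at 37 deg C; exposure then lasted 24 hr. Luciferase assay detection reagent was dispensed and plates read for luminescence after a 12 min room-temperature wait.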
GLP-1R agonist = GLP-1 receptor (human) agonism. Potency, µM (series often up to 45.6 µM), inactives show at the highest dose activation, most hits filed as activators. P43220. actives 0.007% (n = 380,000). HEK293 GLP-1R CRE-luciferase, luminescence, 4-6 h; cells express a hypersensitive GLP-1R form. AID 624172; also: % of control where 0% means no effect
Target sequence (P43220 whole entry, looked up): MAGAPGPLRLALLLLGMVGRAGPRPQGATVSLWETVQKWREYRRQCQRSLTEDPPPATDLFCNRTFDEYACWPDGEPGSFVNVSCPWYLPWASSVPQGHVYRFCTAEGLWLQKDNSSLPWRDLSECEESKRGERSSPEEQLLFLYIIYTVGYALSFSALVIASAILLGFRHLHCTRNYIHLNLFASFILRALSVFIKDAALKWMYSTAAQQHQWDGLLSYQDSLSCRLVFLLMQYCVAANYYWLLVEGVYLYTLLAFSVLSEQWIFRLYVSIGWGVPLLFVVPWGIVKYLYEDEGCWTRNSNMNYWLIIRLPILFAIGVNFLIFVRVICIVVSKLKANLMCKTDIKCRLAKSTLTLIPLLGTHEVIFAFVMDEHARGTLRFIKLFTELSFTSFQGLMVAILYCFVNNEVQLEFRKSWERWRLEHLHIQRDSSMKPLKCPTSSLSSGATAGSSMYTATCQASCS
SW480 rereplic = DNA re-replication induction in SW480 cells; SW480 DNA re-replication, Hoechst DNA content imaging, 48 h; AID 624297; Potency, µM (top dose mostly 46.1 µM), for the others: top-dose re-replication activation, most hits filed as activators; actives 1.8% (n = 340,000); also: % of control where 0% means no effect; nearly all actives have a fitted effect of over 55% in size
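First, 250 cells per well were seeded. Next, compound or vehicle (23 nL) was pinned in, plates sat 48 hr at 37 C. Finally Hoechst was added for 40 min before fluorescence scanning.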
GLP1R inv ag = GLP-1 receptor (human) inverse agonism | HEK293 GLP-1R CRE-luciferase, luminescence, 24 h; GLP-1R form is constitutively active | Potency, µM (top dose mostly 38.3 µM), without a hit: at the top dose activity change, negative = inhibition, usual class: inhibitors | actives 1.6% (n = 410,000) | AID 624417; also: % is scaled to controls: 0 for no effect and ±100 for the full control effect; nearly all actives have a fitted effect of over 55% in size
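Inverse agonists were sought by their lowering of basal cAMP reporter luciferase output in HEK293 cells stably carrying constitutively active human GLP-1R, after 24 h compound treatment.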
TDP43 rescue = TDP-43 toxicity inhibition in yeast | Potency, µM (doses to about 46.1 µM), inactives show top-dose growth rescue (activation), hits mostly activators | actives 1.8% (n = 410,000) | TDP-43 expressing yeast growth rescue, BacTiter-Glo, 24 h; also: % of control where 0% means no effect; nearly all actives have a fitted effect of over 50% in size
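Luminescence from BacTiter-Glo reports growth of TDP-43-expressing yeast after 24 hr at 30 deg C with compound. Cells were raffinose-pregrown to mid-log, then seeded in galactose medium at OD600=0.02.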
HT1080 IDH1KD tx = toxicity to HT-1080 IDH1 knockdown cells (counter line). HT-1080 IDH1 knockdown viability, ATP luminescence, 48 h. Potency, µM (top dose mostly 46.1 µM), for inactives: at the highest dose activity, negative = toxicity, hits mostly cytotoxic. actives 2% (n = 360,000). AID 686971;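 also: 0% = DMSO wells and -100% = cell-free medium wells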
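CellTiter-Glo luminescence after 48 h compound exposure at 37 degrees C of IDH1-knockdown HT-1080 cells in 5% FBS RPMI. %Activity scaled between DMSO wells and cell-free media wells, with curves fitted and assigned curve classes.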
KB-V1 cytotox = kills drug-selected multidrug resistant KB-V1 cells; Potency, µM (highest dose often 46.1 µM), inactives show top-dose activity change, negative = cytotoxicity, hits mostly cytotoxic; KB-V1 MDR cells viability, CellTiter-Glo, 72 h; actives 3.4% (n = 400,000); also: % is scaled to controls: 0 for no effect and ±100 for the full control effect; nearly all actives have a fitted effect of over 60% in size
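Readout: CellTiter-Glo luminescence, 10 min after addition. Cells: KB-V1 MDR subline, 72 h at 37 degrees C with compound. Analysis: corrected, normalized data fitted to concentration-effect curves.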
HT1080-NT tox = kills 2HG-producing HT-1080-NT fibrosarcoma cells | actives 1.6% (n = 360,000) | AID 686970 | Potency, µM (highest dose often 46.1 µM), inactives show top-dose activity, negative = less viability, actives largely listed as cytotoxic | HT-1080-NT fibrosarcoma viability, CellTiter-Glo ATP luminescence, 48 h;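 also: NT is the 2HG producing partner of a matched IDH1 knockdown line; 0% = DMSO-treated cells and -100% = media-only wells without cells; nearly all actives have a fitted effect of over 55% in size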
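A 48-hour cytotoxicity screen used HT-1080-NT cells plated 2 hours before compound delivery. ATP-based CellTiter-Glo luminescence measured viability, normalized to DMSO and no-cell controls.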
KB-3-1 tox = kills parental KB-3-1 adenocarcinoma cells; KB-3-1 viability, CellTiter-Glo ATP luminescence, 72 h; Potency, µM (top dose mostly 46.1 µM), for the others: at the highest dose activity change, negative = cytotoxic, hits mostly cytotoxic; actives 1.4% (n = 400,000); AID 1347075; also: % is scaled to controls: 0 for no effect and ±100 for the full control effect; nearly all actives have a fitted effect of over 60% in size
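Using CellTiter-Glo luminescence, growth of non-resistant KB-3-1 adenocarcinoma cells is assessed 72 h after pin-tool compound addition at 37 °C. Normalized responses across the concentration series yield fitted curves.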
An asterisk follows results filed as active; u = inconclusive; x = not tested or not shown; [ ] = dose if it differs, or a comment. Calls follow the shape of the dose curve; as a rule, active = well fitted curve in the direction sought with a large enough effect; inconclusive = small, poorly fitted or top-dose-only effect, or another doubt; inactive = no such curve, though single readings can be large; an effect the other way counts as inactive or inconclusive. Potency is read from the fitted curve at half-maximal effect.

1	Cc1ccc(OCC(=O)Nc2cccnc2Cl)cc1C
2	Fc1ccc(CSc2ncnc3c2oc2ccccc23)cc1
3	COC(=O)c1ccc(OC(=O)CCN2c3ccccc3Sc3ccccc32)cc1
4	CC[C@]12c3[nH]c4cc(-c5ccco5)ccc4c3CCN1C(=O)[C@@H](CC(=O)NCCCOC)C[C@@H]2C(=O)N1CCN(C(=O)C2CC2)CC1
5	Cc1c(C=C2C(=O)c3ccccc3C2=O)cc(C#N)n1C
6	CCOC(=O)Cn1c(=O)n(-c2ccc(Cl)cc2)c2nc(-c3ccc(Cl)cc3)nc(C(N)=O)c21
7	CSCCC1C(=O)OC2(C)CC(C)(C)NC(=S)N12 (centres undefined)
8	COc1cc(C2c3c(-c4ccccc4O)n[nH]c3C(=O)N2CCO)ccc1OCC(C)C (centres undefined)
compound no.	1	2	3	4	5	6	7	8
GLP1R cytotox	u	-7%	-2%	2%	3%	6%	48%[activator]	-7%
GLP-1R agonist	33%	2%	1%	9%	0%	1%	-5%	x
SW480 rereplic	-4%	-7%	1%	1%	0%	x	-15%	x
GLP1R inv ag	2%	14%	-11%	-2%	9%	-6%	6%	-11%
TDP43 rescue	23%	-6%	9%	8%	7%	-2%	2%	u
HT1080 IDH1KD tx	15%	1%	13%	5%	2%	x	10%	x
KB-V1 cytotox	-1%	5%	24%	0%	9%	-10%	17%	15%
HT1080-NT tox	16%	12%	7%	3%	0%	x	1%	x
KB-3-1 tox	12%	5%	5%	0%	-4%	-13%	0%	3%

Some of these compounds in order of length of the SMILES, smallest number first.
5	Cc1c(C=C2C(=O)c3ccccc3C2=O)cc(C#N)n1C
3	COC(=O)c1ccc(OC(=O)CCN2c3ccccc3Sc3ccccc32)cc1
8	COc1cc(C2c3c(-c4ccccc4O)n[nH]c3C(=O)N2CCO)ccc1OCC(C)C (centres undefined)
6	CCOC(=O)Cn1c(=O)n(-c2ccc(Cl)cc2)c2nc(-c3ccc(Cl)cc3)nc(C(N)=O)c21
compound no.	5	3	8	6
GLP1R cytotox	3%	-2%	-7%	6%
GLP-1R agonist	0%	1%	x	1%
SW480 rereplic	0%	1%	x	x
GLP1R inv ag	9%	-11%	-11%	-6%
TDP43 rescue	7%	9%	u	-2%
HT1080 IDH1KD tx	2%	13%	x	x
KB-V1 cytotox	9%	24%	15%	-10%
HT1080-NT tox	0%	7%	x	x
KB-3-1 tox	-4%	5%	3%	-13%

(further entries)
9	Cc1ccc(N2CC(C(=O)OCC(=O)c3ccc[nH]3)CC2=O)cc1 (centres undefined)
10	C[C@@]12C(=O)N(CCc3c[nH]c4ccccc34)CC(=O)N1[C@H]1c3ccccc3OC[C@@H]1[C@@H]2c1ccccc1
11	CCOC(=O)C1CCN(C(=O)c2ccccc2NC(=O)c2nsc3ccccc23)CC1
12	CC(OC(=O)c1nc(Cl)ccc1Cl)C(=O)NCc1ccccc1 (centres undefined)
13	CC(=O)c1c(OCC(=O)N(C)C2CCCCC2)ccc2c(C)cc(=O)oc12
14	O=CNC(n1cnc2c(N3CCOCC3)ncnc21)C(Cl)(Cl)Cl (centres undefined)
15	O=C(Nc1ccc(OCC(=O)N2CCOCC2)cc1)c1cc(F)c(F)cc1Cl
16	CCCCCOC(=O)CSc1nc2sc3c(c2c(=O)n1Cc1ccccc1)CC(C)(C)OC3
compound no.	9	10	11	12	13	14	15	16
GLP1R cytotox	-4%	-8%	2%	2%	-7%	-5%	-10%	-6%
GLP-1R agonist	-2%	-2%	x	-1%	6%	3%	6%	x
SW480 rereplic	-9%	4%	x	x	0%	1%	-7%	x
GLP1R inv ag	11%	u	16%	12%	1%	2%	4%	9%
TDP43 rescue	22%	8%	u	-1%	-8%	-7%	-10%	23%
HT1080 IDH1KD tx	4%	-7%	x	4%	-1%	2%	10%	x
KB-V1 cytotox	13%	13%	-6%	-2%	x	-9%	68%	5%
HT1080-NT tox	6%	0%	x	1%	0%	0%	22%	x
KB-3-1 tox	17%	u	2%	5%	x	5%	u	0%

17	C[C@@H]1CN([C@H](C)CO)C(=O)c2cc(C#CC(C)(C)O)cnc2O[C@@H]1CN(C)C(=O)C1CC1
18	COc1cc(NC(=O)CC(C)S(=O)(=O)c2cc3c4c(c2)CCN4C(=O)CC3)cc(OC)c1 (centres undefined)
19	COc1ccc(S(=O)(=O)CCC(=O)Nc2c(C)cccc2C)cc1
20	CC(C)(C)c1ccc(C(=O)Nc2ccc(C(=O)NCc3cccnc3)cc2)cc1
21	Cc1cc(C)c(NC(=O)Nc2ccc3c(c2)OCO3)c(C)c1
22	COc1cccc(CNC(=O)Cn2c(=O)oc3cc(S(=O)(=O)N4CCC(C)CC4)ccc32)c1
23	CC(C)C(c1nnnn1C1CCCC1)N1c2ccccc2CC1C (centres undefined)
24	Cc1ccc(/C(O)=C2\C(=O)C(=O)N(CCc3c[nH]c4ccccc34)C2c2cccnc2)cc1 (centres undefined)
compound no.	17	18	19	20	21	22	23	24
GLP1R cytotox	-7%	-2%	9%	-40%	0%	1%	26%	2%
GLP-1R agonist	-4%	x	8%	19%	6%	x	1%	-1%
SW480 rereplic	x	x	-18%	u	1%	x	u	-19%
GLP1R inv ag	11%	5%	-2%	u	23%	u	-1%	1%
TDP43 rescue	0%	4%	8%	12%	2%	-2%	-2%	-17%
HT1080 IDH1KD tx	4%	x	0%	1µM*	3%	x	-27%	4%
KB-V1 cytotox	0%	u	-10%	-21%	-18%	-6%	15µM*	11%
HT1080-NT tox	-2%	x	6%	1.6µM*	3%	x	-26%	6%
KB-3-1 tox	0%	1%	3%	-23%	8%	u	-29%	13%

Of the compounds above, two contain fluorine.
2	Fc1ccc(CSc2ncnc3c2oc2ccccc23)cc1
15	O=C(Nc1ccc(OCC(=O)N2CCOCC2)cc1)c1cc(F)c(F)cc1Cl
compound no.	2	15
GLP1R cytotox	-7%	-10%
GLP-1R agonist	2%	6%
SW480 rereplic	-7%	-7%
GLP1R inv ag	14%	4%
TDP43 rescue	-6%	-10%
HT1080 IDH1KD tx	1%	10%
KB-V1 cytotox	5%	68%
HT1080-NT tox	12%	22%
KB-3-1 tox	5%	u

Next section:
25	C(=C\c1ccccc1)/CN1CCN(C(c2cccs2)c2nnnn2C2CCCC2)CC1 (centres undefined)
26	COc1ccc(C(=O)NC(=S)Nc2cccc(NC(=O)c3ccco3)c2)cc1[N+](=O)[O-]
27	O=C1NC(=S)NC1Cc1ccc(O)cc1 (centres undefined)
28	CCOC(=O)c1ccc(N2C(=O)C3CCCN3C2=S)cc1 (centres undefined)
29	CC1(Cc2ccccc2Cl)C(=O)Nc2cc(-c3ccccc3Cl)ccc21 (centres undefined)
30	O=C(CNCCO)NC12CC3CC(CC(C3)C1)C2
31	OC(COc1ccc(Cl)cc1)CSc1ccccn1 (centres undefined)
32	COc1ccccc1/C=C/C(=O)NNC(=O)c1cccs1
compound no.	25	26	27	28	29	30	31	32
GLP1R cytotox	-3%	5%	4%	-1%	-22%	3%	3%	2%
GLP-1R agonist	0%	3%	1%	3%	-2%	0%	20%	10%
SW480 rereplic	x	2%	-17%	4%	x	-1%	-2%	4%
GLP1R inv ag	u	1%	1%	13%	u	-10%	u	5%
TDP43 rescue	2%	6%	-26%	u	29%	10%	u	6%[9.22 µM]
HT1080 IDH1KD tx	u	0%	29%	24%	u	4%	13%	19%
KB-V1 cytotox	0%	2%	11%	u	-19%	-6%	-4%	23%
HT1080-NT tox	u	-2%	21%	7%	u	1%	9%	15%
KB-3-1 tox	u	-9%	u	8%	-11%	-1%	1%	19%

33	COc1ccc(OC)c(S(=O)(=O)NC(N)=NCCc2ccccc2)c1
34	CC(C)NC(=S)NCc1cccnc1
35	COCCCn1cc(CN2CC(N(C)C)CS2(=O)=O)nn1 (centres undefined)
36	O=C(c1nc2ccc(Cl)cn2c1CNCCc1cnccn1)N1CCCCCCC1
37	CCn1ccc(C(=O)NC2=C(C#N)CCC2)n1
38	Cn1c(NC(=O)/C=C\c2ccccc2)cc(=O)n(C)c1=O
39	CCC1(CC)NC(=O)N(Cc2nc3ccccc3s2)C1=O
40	Cc1nn(-c2ccccc2)c(Cl)c1/C=N/Nc1ccc(Cl)c(C(=O)O)c1
compound no.	33	34	35	36	37	38	39	40
GLP1R cytotox	-5%	0%	-1%	5%	2%	22%	1%	-7%
GLP-1R agonist	-6%	-7%	-2%	-1%	0%	5%	5%	-8%
SW480 rereplic	u	-2%	x	6%	-1%	0%	-1%	1%
GLP1R inv ag	-9%	11%	18%	9%	18%	17%	-4%	-72%
TDP43 rescue	2%	18%	17%	12%	3%	17%	4%	u
HT1080 IDH1KD tx	5%	18%	6%	6%	22%	19%	-8%	-13%
KB-V1 cytotox	-22%	12%	-9%	-3%	8%	u	-15%	27%
HT1080-NT tox	-4%	17%	24%	-1%	28%	20%	2%	-1%
KB-3-1 tox	3%	2%	0%	0%	9%	0%	6%	-3%

41	Cc1ccc(CNS(=O)(=O)c2ccc(F)c(F)c2)n1C
42	COC(=O)c1cc(OC)c(OC)cc1NCC(=O)Nc1ccc(OC)c(OC)c1
43	O=C1c2ccccc2C(Nc2ccc(Cl)cn2)N1Cc1ccccc1 (centres undefined)
44	CC(=O)NC1C(=O)N=C(SC(C)C(=O)Nc2cccc(Cl)c2)NC1=O (centres undefined)
45	CCc1cccc(CC)c1NC(=S)NCCc1c(C)[nH]c2ccccc12
46	Cc1cc(C(=O)Nc2cccc([N+](=O)[O-])c2)c(C)o1
47	COc1ccc(N2C(=O)CC(N3CCN(c4nc5ccccc5s4)CC3)C2=O)cc1 (centres undefined)
compound no.	41	42	43	44	45	46	47
GLP1R cytotox	-7%	-25%	-10%	-5%	u	-5%	4%
GLP-1R agonist	12%	3%	6%	1%	3%	1%	-6%
SW480 rereplic	0%	-120%[inhibitor]	-1%	-7%	u	5%	0%
GLP1R inv ag	6%	1%	u	5%	10µM*	-7%	9%
TDP43 rescue	-1%	-18%	0%	0%	u	23%	-6%
HT1080 IDH1KD tx	0%	0%	-21%	13%	-15%	18%	-4%
KB-V1 cytotox	6%	u	4%	0%	6%	11%	u
HT1080-NT tox	1%	1%	-13%	2%	-15%	4%	3%
KB-3-1 tox	0%	-1%	u	13%	u	-3%	-5%
